CSM14.1 death rescue: protection against thapsigargin-triggered cell killing – 384-well, CSM14.1, ATP luminescence, primary screen (AID 1222); CSM14.1 thapsigargin-induced death rescue, ATP luminescence; higher % means a stronger effect; one-dose cellular ATP content (survival), % at 20 µM; EC50 in µM for titrated hits; 190,000 tested, under 10 active;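 active = EC50 below 50 µM in the dose-response confirmation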;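 also: death triggered by thapsigargin at about 15 µM added after 2 h compound pretreatment; cell ATP read after overnight thapsigargin exposure of roughly 18 to 22 hours; normalized against plate controls of thapsigargin alone and 5% DMSO vehicle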
P. falciparum M1AAP: malaria alanyl aminopeptidase activity blockers – biochemical, fluorogenic H-Leu-NHMec substrate, 1536-well (AID 1445); recombinant M1AAP, H-Leu-NHMec fluorogenic kinetic assay; higher % means a stronger effect; inhibition, % at 30 µM, or IC50 in µM where a hit was titrated; actives 0.42% (n = 220,000);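 active = primary inhibition above the hit cutoff, then over 50% inhibition at one or more dose response concentrations, cut at about 23% in these data, passing the limit was not always enough; inconclusive = conflicting primary data, or primary hits not chosen for dose response; inactive = low primary inhibition, or under 50% at every dose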;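 also: plate controls were DMSO full reaction for no effect and no enzyme background for full effect; strong numbers were not always called active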
XIAP displacement: small molecules displacing peptide from XIAP – biochemical, IAP family, fluorescence polarization (AID 1018); actives 0.007% (n = 200,000); XIAP BIR domain, fluorescence polarization peptide displacement; higher % means a stronger effect; displacement, % at 20 µM; hits with a dose series show IC50 in µM; in the data active = displacement above about 50%; also: a part of the inactive calls stands beside numbers as strong as those of hits
P. falciparum M17LAP: P. falciparum M17LAP inhibitors, primary screen, biochemical, fluorogenic H-Leu-NHMec substrate, 1536-well (AID 1619); recombinant M17LAP, H-Leu-NHMec fluorogenic kinetic assay; higher % means a stronger effect; inhibition, % at 30 µM; hits with a dose series show IC50 in µM; actives 0.38% (n = 220,000);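 active = compound inhibiting the enzyme by more than half at any dose during confirmatory dose-response retesting; inconclusive = strong single-dose inhibitors picked by rank but not retested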;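 also: plate controls were full reaction with DMSO carrier for no effect and no enzyme background for full effect; strong numbers were not always called active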
Hep lipid drop: modulators of hepatic lipid droplet formation; AML12 mouse hepatocytes, oleate lipid droplets, BODIPY imaging; inhibition, % at 6.5 µM; actives 0.4% (n = 240,000); AID 1656;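 active = lipid droplet intensity inhibited by at least 50%, with more than 500 cells counted; inconclusive = wells with under 300 cells, treated as cytotoxic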
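material = mouse AML12 hepatocyte cell line, fixed after treatment | also added = 100 µM oleic acid challenge | doses = compound at 6.5 µM only | schedule = overnight exposure | technique = Image-based BODIPY and DAPI two-channel analysis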
NOD2 inhibition: inhibition of NOD2-driven NF-kB reporter – cell-based, luminescence, uHTS, HEK293 (AID 1566); HEK293 NOD2/NF-kB luciferase reporter, luminescence; higher % means a stronger effect; inhibition, % at 4 µM, or EC50 in µM where a hit was titrated; actives 0.63% (n = 290,000); also: many of its hits are not listed in these tables
LYP inhibition: inhibitors of LYP phosphatase, biochemical, fluorescence intensity, uHTS (AID 1779) | recombinant LYP phosphatase, fluorescence intensity; higher % means a stronger effect | inhibition, % at 11.5 µM, or IC50 in µM where a hit was titrated | actives 0.054% (n = 290,000);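 also: plate controls were vehicle with enzyme for no effect and no enzyme for full effect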
AID2073: disruptors of CaV2.2 binding to Mint1 – biochemical, HTRF (AID 2073). HTRF protein-protein interaction, Mint1-CaV2.2; higher % means a stronger effect. inhibition, % at 20 µM, or IC50 in µM where a hit was titrated. actives 0.19% (n = 290,000); in the data active = inhibition mostly above about 51%, no sharp cut-off; inconclusive = no clear call, values can overlap the other calls; inactive = mostly below about 53%; also: some results filed as inactive read as strong as hits
SIAH1 antagonists: blockers of Siah-1 interaction with plectin peptide – biochemical, fluorescence polarization, rhodamine-plectin, uHTS, primary screen (AID 1817). Siah-1 / rhodamine-plectin peptide fluorescence polarization; higher % means a stronger effect. displacement, % at 20 µM; hits with a dose series show IC50 in µM. actives 0.02% (n = 290,000);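 active = displacement of at least 50% at 20 µM, with a fluorescence ratio check between 0.3 and a set limit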;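 also: plate controls were Siah plus tracer with DMSO for no effect and tracer alone without Siah for full effect; strong numbers were not always called active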
Hep lipid drop cells 6.5 µM: second read-out of Hep lipid drop, no call of its own (marks repeat the call); cell count; measured here: cell count, cytotoxicity flag;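 cells counted across two imaged fields per well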
An asterisk follows results filed as active; u = inconclusive; x = not tested or not shown. Rule as the data show it, unless noted: active = inhibition above about 50%; inactive = the rest.

no.	compound	AID2073	Hep lipid drop	SIAH1 antagonists	Hep lipid drop cells 6.5 µM	P. falciparum M1AAP
1	Cc1nnc(NC(=O)CCn2c(=O)oc3ccccc32)s1	30%	1	-4%	776	x
2	O=C(c1ccc(Cn2cc(Br)cn2)o1)n1cccn1	18%	-18	-3%	645	-6%
3	CCC(C)NS(=O)(=O)c1ccc(S(=O)(=O)N(CCc2ccc(OC)c(OC)c2)Cc2cccs2)cc1 (stereo not drawn)	0%	-1	16%	627	2%
4	COc1ccc(S(=O)(=O)Cc2ccc(C(=O)N3CCN(Cc4ccccc4)CC3)o2)cc1	-8%	-1	-1%	648	1%
5	O=C(O)C/C(=C\c1ccc(Cl)cc1)c1nc2ccccc2o1	2%	-8	-1%	684	34µM*
6	CN1CCN(c2ccc(NC(=O)c3ccc4c(c3)[nH]c(=O)n4Cc3ccc(F)cc3)cc2)CC1	-5%	-3	-9%	429	9%
7	Cc1cc(NC(=O)c2ccccc2O)nc(C)n1	6%	5	0%	658	10%
8	Cc1ccc(NC(=O)C2=C(C(=O)O)CCCC2)cc1F	-4%	-8	-5%	774	x
9	COCCCn1c(C)nnc1SCC(=O)Nc1ccc(C(C)=O)cc1	-3%	6	-6%	869	x
10	COc1ccc2[nH]c3nc(SCc4nnc(-c5ccc(C)cc5)o4)nnc3c2c1	11%	-6	-5%	708	1%
11	O=C(O)c1oc2ccccc2c1CSc1ccccn1	-8%	x	2%	x	14%
12	CC(C)[C@H](NC(=O)C1CCN(S(=O)(=O)c2ccccc2)CC1)C(=O)NCc1ccccc1	8%	-1	-7%	660	x
13	COc1ccc(CCNC(=O)CSCc2ccc(F)cc2)cc1OC	-8%	-26	6%	652	0%
14	CCOc1ccc(C(=O)CCC(=O)O)cc1	-6%	x	-3%	x	-3%
15	CC(C)(C)OC(=O)N[C@@H](COCc1ccccc1)C(=O)N[C@@H](CO)[C@H](O)[C@@H]1C[C@@H]1C(=O)NC1CCCCC1	0%	1	10%	774	x

no.	XIAP displacement	CSM14.1 death rescue	LYP inhibition	P. falciparum M17LAP	NOD2 inhibition
1	x	x	-5%	x	-6%
2	-3.4%	-0.3%	-10%	9%	10%
3	-8.7%	-0.3%	2%	-5%	22%
4	-5.5%	1.1%	-4%	1%	0%
5	-14%	-0.8%	2%	105µM*	7%
6	-11%	-1.5%	-5%	5%	29%
7	-2.7%	1.7%	6%	8%	-9%
8	x	x	-13%	x	9%
9	x	x	-6%	x	9%
10	-0.8%	-2.3%	-12%	4%	9%
11	1.2%	1.4%	-3%	9%	5%
12	x	x	-8%	x	-12%
13	-6.2%	1.8%	-4%	-8%	0%
14	-0.6%	-2.5%	-4%	19%	16%
15	x	x	-10%	x	-1%

Further records follow:
no.	compound	AID2073	Hep lipid drop	SIAH1 antagonists	Hep lipid drop cells 6.5 µM	P. falciparum M1AAP
16	Nc1nc(C(F)(F)F)cc(=O)[nH]1	7%	0	-4%	694	3%
17	COc1ccc(OC)c(NC(=O)CSc2nnc(-c3ccco3)n2-c2ccc(C(=O)O)cc2)c1	-2%	x	-3%	x	2%
18	CCn1cc(CN2CCCC(CNS(=O)(=O)Cc3ccccc3)C2)cn1 (stereo not drawn)	4%	0	10%	711	-6%
19	Cc1nn(-c2ccccc2)c2sc(C(=O)N(CC(=O)NC3CCCC3)Cc3ccco3)cc12	u	8	-1%	776	-3%
20	O=C(NCCCN1CCCC1=O)C1CCCO1 (stereo not drawn)	1%	21	4%	704	5%
21	COCCCN1C(=O)N(c2ccccc2)C(=O)C1CC(=O)Nc1ccc(F)cc1 (stereo not drawn)	6%	-1	1%	839	x
22	COc1cccc(NC(=O)NCCN2CCCCC2)c1	-4%	6	6%	834	x
23	CC(C)Cn1cnc2sc3c(c2c1=N)CCCC3	5%	20	-2%	782	1%
24	COc1ccccc1CN1CCc2c([nH]c3ccccc23)C1	13%	2	2%	805	x
25	N#CCC(=O)N/N=C/c1cn(Cc2ccc(Cl)cc2Cl)c2ccccc12	16%	-3	18%	710	-1%
26	COc1ccc(/C=C2/C(=O)N(c3ccccc3)N=C2C)cc1Br	20%	6	12%	689	x
27	Cc1scc(C(=O)O)c1-c1c(C(=O)O)csc1C	-9%	-5	-1%	548	-8%
28	COc1ccc(CCNC(=O)C(=O)NCc2ccccn2)cc1	-5%	0	-5%	675	-1%
29	CCc1ccc(S(=O)(=O)NCc2csc(-c3ccccc3)n2)s1	2%	x	3%	x	-1%
30	COc1ccc(CNC(=O)CN(Cc2ccccc2)C(=O)CCC(=O)Nc2nccs2)cc1	1%	-1	1%	791	x

no.	XIAP displacement	CSM14.1 death rescue	LYP inhibition	P. falciparum M17LAP	NOD2 inhibition
16	x	x	-5%	-2%	6%
17	-7.0%	-1.9%	-4%	15%	9%
18	-1.6%	1.3%	-6%	13%	12%
19	1.1%	-2.9%	8%	-6%	-13%
20	-3.1%	1.5%	-8%	1%	-20%
21	x	x	-11%	x	5%
22	x	x	-9%	x	7%
23	-0.8%	-1.9%	-9%	7%	-6%
24	x	x	-9%	x	-16%
25	x	x	2%	-9%	6%
26	x	x	-7%	x	11%
27	-4.7%	-4.2%	-2%	24%	-4%
28	-0.2%	-2.4%	-10%	-4%	24%
29	-14%	0.7%	-1%	8%	3%
30	x	x	-5%	x	-10%

Some of these compounds in order of the LYP inhibition value, falling.
| # | Structure | LYP inhibition |
| --- | --- | --- |
| 19 | Cc1nn(-c2ccccc2)c2sc(C(=O)N(CC(=O)NC3CCCC3)Cc3ccco3)cc12 | 8% |
| 27 | Cc1scc(C(=O)O)c1-c1c(C(=O)O)csc1C | -2% |
| 30 | COc1ccc(CNC(=O)CN(Cc2ccccc2)C(=O)CCC(=O)Nc2nccs2)cc1 | -5% |
| 26 | COc1ccc(/C=C2/C(=O)N(c3ccccc3)N=C2C)cc1Br | -7% |
| 20 | O=C(NCCCN1CCCC1=O)C1CCCO1 (stereo not drawn) | -8% |
| 24 | COc1ccccc1CN1CCc2c([nH]c3ccccc23)C1 | -9% |

More results follow.
no.	compound	AID2073	Hep lipid drop	SIAH1 antagonists	Hep lipid drop cells 6.5 µM	P. falciparum M1AAP
31	CC1(C)C2CCC1(C)C(Nc1ccccc1)C2 (stereo not drawn)	-1%	-12	-2%	698	4%
32	CCCCOc1ccc(NC(=O)c2cnc(C)cn2)cc1	6%	-9	4%	743	-4%
33	Fc1ccccc1C1CCN(Cc2nc(CC3CC3)no2)C1 (stereo not drawn)	-6%	10	7%	702	4%
34	NCCSC1CC(=O)N(c2ccc(F)cc2)C1=O (stereo not drawn)	8%	-1	1%	739	x
35	Cc1cc(C)nc(SCCCNCc2ccccc2)n1	9%	10	-2%	868	x
36	COc1ccc(O)c(C(=O)c2cc(C#N)c(=O)n(-c3c(C)n(C)n(-c4ccccc4)c3=O)c2)c1	-4%	x	1%	x	9%
37	COc1ccc(N(C(C)C(=O)NCc2ccco2)S(C)(=O)=O)cc1 (stereo not drawn)	8%	x	1%	x	0%
38	O=C(NC(=S)N1CCc2ccccc21)c1ccccc1Br	-2%	-15	2%	654	7%
39	Cc1cc(Nc2ccc(F)c(F)c2)nc(-c2ccccc2O)n1	u	0	7%	727	3%
40	O=c1[nH]c(/C=C\c2ccc(O)c(Cl)c2)nc(O)c1[N+](=O)[O-]	2%	3	-2%	816	x
41	COC(=O)C1=C(NC(=O)c2cccs2)CCS1	-5%	x	-2%	x	11%
42	NS(=O)(=O)c1ccc(NC(=O)/C=C/c2ccc(S(=O)(=O)NCc3ccco3)cc2)cc1	5%	9	-2%	796	x
43	C(=N\N1CCN(C2c3ccccc3-c3ccccc32)CC1)/c1cccs1	-10%	x	1%	x	5%
44	COc1ccc(/C=N/NC(C)(C)C)c(OC)c1	-15%	-2	18%	657	-1%
45	O=C(Nc1cccc(Cl)c1N1CCOCC1)c1ccc([N+](=O)[O-])o1	3%	0	7%	775	4%

no.	XIAP displacement	CSM14.1 death rescue	LYP inhibition	P. falciparum M17LAP	NOD2 inhibition
31	x	x	-7%	14%	-5%
32	-5.2%	-0.3%	-6%	-2%	-4%
33	-4.6%	-0.2%	-1%	9%	-71%
34	x	x	-7%	x	-16%
35	x	x	-7%	x	-5%
36	-12%	-1.3%	-7%	29%	-21%
37	-3.1%	0.6%	-4%	4%	11%
38	-3.9%	0.2%	5%	6%	-47%
39	x	x	-4%	-3%	22%
40	x	x	-3%	x	10%
41	-4.6%	-2.4%	-6%	23%	15%
42	x	x	-5%	x	6%
43	-0.6%	7.9%	-3%	-2%	1%
44	-2.8%	-1.2%	-1%	9%	-4%
45	x	x	-5%	0%	21%

(list continues)
no.	compound	AID2073	Hep lipid drop	SIAH1 antagonists	Hep lipid drop cells 6.5 µM	P. falciparum M1AAP
46	COc1cccc(-c2n[nH]c(=S)n2Cc2ccco2)c1	-19%	-12	7%	655	2%
47	CNC(=O)CCC(=O)Nc1ccc(C(=O)OC)cc1	-2%	6	-1%	776	5%
48	O=C(Nc1ccc(NC(=O)c2ccc(S(=O)(=O)c3ccccc3)cc2)cc1)c1ccccc1	30%	-3	-2%	610	6%
49	CCOC(=O)N1CCN(C(=O)c2c(-c3ccccc3Cl)noc2C)CC1	5%	8	0%	735	x
50	COc1ccc(-n2nc(C(=O)NCC(=O)NCc3ccc(F)cc3)c3ccccc3c2=O)cc1	9%	6	-2%	792	x
51	O=C1CCC/C(=N/NC(=O)c2sc3ccccc3c2Cl)C1	8%	14	-1%	745	12%
52	O=C1c2cccc3cccc(c23)C(=O)N1CCCN1CCN(c2ccc(F)cc2)CC1	2%	-1	6%	743	3%
53	CC(=O)c1cccc(NC(=O)C2CCCN(S(=O)(=O)c3ccccc3)C2)c1 (stereo not drawn)	-7%	19	-2%	733	5%

no.	XIAP displacement	CSM14.1 death rescue	LYP inhibition	P. falciparum M17LAP	NOD2 inhibition
46	x	x	-5%	2%	12%
47	-2.5%	-2.4%	-6%	4%	-5%
48	-1.8%	-0.6%	-2%	-1%	11%
49	x	x	-7%	x	2%
50	x	x	-5%	x	-2%
51	x	x	2%	-1%	-24%
52	-3.6%	1.2%	-3%	0%	11%
53	-0.1%	-1.0%	-5%	-3%	15%

Structures above that have a tert-butyl group:
no.	compound	AID2073	Hep lipid drop	SIAH1 antagonists	Hep lipid drop cells 6.5 µM	P. falciparum M1AAP
15	CC(C)(C)OC(=O)N[C@@H](COCc1ccccc1)C(=O)N[C@@H](CO)[C@H](O)[C@@H]1C[C@@H]1C(=O)NC1CCCCC1	0%	1	10%	774	x
44	COc1ccc(/C=N/NC(C)(C)C)c(OC)c1	-15%	-2	18%	657	-1%

no.	XIAP displacement	CSM14.1 death rescue	LYP inhibition	P. falciparum M17LAP	NOD2 inhibition
15	x	x	-10%	x	-1%
44	-2.8%	-1.2%	-1%	9%	-4%

From PubChem

An excerpt; count on the stated rates, not on these rows.
